DAT uptake mod = changed hDAT dopamine uptake under cocaine IC80, either direction, primary screen, cocaine antagonist project, cell-based, LLC-PK1 hDAT, [14C]-dopamine uptake, MLSMR | Sodium-dependent dopamine transporter (Homo sapiens), Q01959 | LLC-PK1 hDAT cells, [14C]-dopamine uptake with cocaine IC80; actives deviate in either direction | B-score at 10 µM | 110,000 tested, 1.3% active;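 active = Z score or B-score, a plate-position-corrected score, falls beyond the plate's 99.7% confidence bounds, in either direction; inactive = both scores lie inside the 99.7% bounds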;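 note: scored against the spread of the other compound wells on the same plate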
PTPN22 inh 2 = PTPN22 phosphatase inhibitors, primary screen, biochemical, DiFMUP fluorescence, 2 µM. Tyrosine-protein phosphatase non-receptor type 22 (Homo sapiens), Q9Y2R2. recombinant LYP catalytic domain. inhibition, % at 2 µM. 96,000 tested, 0.21% active. AID 640, 2007;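 active = inhibition at 2 µM at or above a set limit, the screen mean plus 3 SD, cut at about 24% in these data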;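 note: 0% = DMSO with enzyme and 100% = enzyme fully blocked by orthovanadate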
Target sequence (Q9Y2R2 whole entry, looked up, the tested form may be a part): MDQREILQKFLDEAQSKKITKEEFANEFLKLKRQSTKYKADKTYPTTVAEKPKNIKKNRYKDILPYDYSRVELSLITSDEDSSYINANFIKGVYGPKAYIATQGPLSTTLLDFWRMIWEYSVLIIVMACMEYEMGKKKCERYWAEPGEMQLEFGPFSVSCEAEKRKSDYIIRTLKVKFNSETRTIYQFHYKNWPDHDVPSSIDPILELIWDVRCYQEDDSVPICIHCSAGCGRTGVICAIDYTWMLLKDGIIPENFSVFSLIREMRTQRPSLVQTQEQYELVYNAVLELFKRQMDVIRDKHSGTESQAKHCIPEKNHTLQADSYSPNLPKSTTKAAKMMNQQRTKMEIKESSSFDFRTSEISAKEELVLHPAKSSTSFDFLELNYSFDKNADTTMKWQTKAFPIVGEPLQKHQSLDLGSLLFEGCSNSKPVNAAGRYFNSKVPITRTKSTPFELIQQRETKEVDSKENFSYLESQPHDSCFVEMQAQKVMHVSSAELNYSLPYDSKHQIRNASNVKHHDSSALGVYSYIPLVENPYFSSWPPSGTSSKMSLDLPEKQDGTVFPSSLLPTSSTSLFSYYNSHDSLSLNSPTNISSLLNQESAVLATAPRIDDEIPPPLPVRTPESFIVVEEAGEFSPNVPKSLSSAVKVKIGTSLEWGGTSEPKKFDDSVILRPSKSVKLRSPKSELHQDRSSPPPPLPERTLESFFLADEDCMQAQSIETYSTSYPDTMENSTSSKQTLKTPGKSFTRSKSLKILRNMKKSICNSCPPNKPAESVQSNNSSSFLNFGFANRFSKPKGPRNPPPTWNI
HUVEC tox TNFa = cytotoxicity in TNFa-stimulated HUVEC, primary screen, cytotoxicity control for VCAM1 expression modulator project, imaging, Hoechst nuclei count; HUVEC TNFalpha-stimulated, Hoechst cell count; cell count reduction, % at 2 µM; 93,000 tested, 0.17% active; AID 848, 2007;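 active = cell count reduction exceeding the screen mean by over 5 SD, scaled to untreated wells per plate, cut at about 78% in these data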;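 note: cells counted after 24 h of TNF alpha exposure following the 1 h pretreatment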
MT1-MMP txn act = MT1-MMP promoter reporter activation – cell-based, luciferase luminescence, primary screen; HT1080 MT1-MMP promoter luciferase reporter, overnight; hits give high values; activation factor at 10 µM; 86,000 tested, 0.16% active; AID 750, 2007;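 active = activation factor of at least 2 for MT1-MMP transcription at 10 µM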
HUVEC tox IL1B = cytotoxicity in IL-1B stimulated HUVEC, primary screen, cytotoxicity control for IL-1B NFkB translocation project, imaging, Hoechst nuclear count, IL-1B stimulus; cell count reduction, % at 2 µM; 94,000 tested, 0.41% active; AID 845, 2007; HUVEC cell count loss;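 active = cell count reduction more than 3 SD above the screen-wide mean, cut at about 70% in these data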;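 note: normalized per plate to untreated control cells as the no-loss baseline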
Candida biofilm = clotrimazole potentiators killing Candida biofilms, primary screen, with clotrimazole, Alamar Blue; C. albicans biofilm + clotrimazole; inhibition, % at 6 µM; 85,000 tested, 0.14% active; AID 834, 2007;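 active = inhibition above 20%; inactive = inhibition below 20%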;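 note: preformed 24 hr biofilms exposed to compound for 48 hr; 0% = biofilm without compound and 100% = blank killed by clotrimazole plus chlorhexidine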
cytoskel mod = modifiers of F-actin cytoskeleton organization, primary screen, imaging, HUVEC, phalloidin staining, high-content imaging. AID 836, 2007. HUVEC TNFa F-actin phalloidin imaging. 91,000 tested, 0.18% active. inhibition, % at 2 µM;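 active = inhibition above the batch mean plus 3 SD and confirmed as a hit by visual image inspection, cut at about 30% in these data, passing the limit was not always enough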; note: strong numbers were not always called active
Smad3 FoxH1 inh = Smad3/FoxH1 peptide binding inhibitors, primary screen, biochemical, TR-FRET; Mothers against decapentaplegic homolog 3 (Homo sapiens), P84022; TR-FRET Smad3/Dy647-FoxH1 peptide binding, europium anti-His; inhibition, % at 25 µM; 88,000 tested, 0.29% active;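 active = compounds that reduce the energy-transfer binding signal between the protein and its labelled peptide by more than half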;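 note: 0% = Smad3 plus labelled peptide maximal FRET and 100% = peptide-only background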
VCAM1 TNFa inh = inhibitors of TNFa-induced VCAM1 expression, primary screen, imaging, HUVEC, TNFa stimulus, immunofluorescence | AID 802, 2007 | 95,000 tested, 0.48% active | HUVEC TNFa-induced VCAM-1 immunofluorescence, high-content imaging | inhibition, % at 2 µM;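 active = inhibition above the batch mean plus 3 SD, with images confirmed as a hit by eye, cut at about 37% in these data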;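 note: 0% = TNF-stimulated DMSO wells and 100% = unstimulated control wells; not every result past the cut was called active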
Starred values were filed as active, the others as inactive; & = joins results of further samples; [ ] = another dose, or the depositor's remark. These rows are one share of the data. The share of hits here may be higher or lower than overall.

Screening O=C(CCCN1CC=C(n2c(=O)[nH]c3ccccc32)CC1)c1ccc(F)cc1 returned DAT uptake mod 1.2, MT1-MMP txn act 1.2, Candida biofilm 10 and Smad3 FoxH1 inh 7.
O=C(OCCN(C1=NS(=O)(=O)c2ccccc21)c1ccccc1Cl)c1ccc(Cl)cc1 was read as DAT uptake mod 1.2, PTPN22 inh 2 3, HUVEC tox TNFa -12, MT1-MMP txn act 1.1, HUVEC tox IL1B 7, Candida biofilm 1, cytoskel mod 13, Smad3 FoxH1 inh 0 and VCAM1 TNFa inh -5.
Screening Cn1c(SCC(=O)N2CCOCC2)nnc1-c1ccc(NC(=O)c2ccccc2F)cc1 returned DAT uptake mod -0.74, PTPN22 inh 2 -8, HUVEC tox TNFa -6, HUVEC tox IL1B -4, cytoskel mod -37 and VCAM1 TNFa inh 4.
For C=CCSC1=C(C#N)C(c2cccc(OC)c2)CC(=O)N1 (stereo unspecified) the results were DAT uptake mod -1.1, PTPN22 inh 2 0, HUVEC tox TNFa 1, MT1-MMP txn act 0.9, HUVEC tox IL1B 8, Candida biofilm 4, cytoskel mod -6, Smad3 FoxH1 inh 3 and VCAM1 TNFa inh -19.
For O=C(Nc1ccc(Cc2ccncc2)cc1)c1ccc(S(=O)(=O)N2CCOCC2)cc1 the results were DAT uptake mod -0.16&1.3, PTPN22 inh 2 17, HUVEC tox TNFa -11, MT1-MMP txn act 0.9, HUVEC tox IL1B -5, Candida biofilm -6, cytoskel mod -6, Smad3 FoxH1 inh -3 and VCAM1 TNFa inh 1.
`CC1=NN2C(=N)/C(=C\c3ccc(SCc4ccccc4)o3)C(=O)N=C2S1` gave DAT uptake mod -0.16, PTPN22 inh 2 11, HUVEC tox TNFa -30, MT1-MMP txn act 1.1, HUVEC tox IL1B 10, Candida biofilm -2, cytoskel mod 14, Smad3 FoxH1 inh 5 and VCAM1 TNFa inh -4.
For Cc1ccc(CNC(=O)/C=C/c2ccccc2Cl)cc1 the results were DAT uptake mod -0.35, PTPN22 inh 2 5, HUVEC tox IL1B 10, cytoskel mod -3 and VCAM1 TNFa inh -12.
`O=C(CCCn1c(SCC(=O)c2ccc(Cl)cc2)nc2ccccc2c1=O)NCc1ccco1` gave DAT uptake mod -0.48, PTPN22 inh 2 -13, HUVEC tox TNFa -29, MT1-MMP txn act 1.2, HUVEC tox IL1B 5, Candida biofilm 8, cytoskel mod 32, Smad3 FoxH1 inh 0 and VCAM1 TNFa inh -6.
COc1ccc(-c2nc3c(c(=O)n(C)c(=O)n3C)n2CC2CC(c3ccccc3)=NO2)cc1OC (stereo unspecified) was read as DAT uptake mod 2.2, PTPN22 inh 2 0, HUVEC tox TNFa -6, MT1-MMP txn act 0.8, HUVEC tox IL1B -2, Candida biofilm 8, cytoskel mod 0, Smad3 FoxH1 inh 2 and VCAM1 TNFa inh 2.
For CCOC(=O)c1sc(NC(=O)CSc2nc(-c3ccco3)cc(C(F)(F)F)n2)c(C(=O)OC)c1C the results were DAT uptake mod 0.82, PTPN22 inh 2 2, HUVEC tox TNFa 4, HUVEC tox IL1B -28, cytoskel mod 9 and VCAM1 TNFa inh 1.
Screening O=C(Cc1cccs1)Nc1nc2c(ccc3ccccc32)s1 returned DAT uptake mod -0.12, PTPN22 inh 2 -4, HUVEC tox TNFa -13, HUVEC tox IL1B 5, cytoskel mod 6 and VCAM1 TNFa inh -10.
Screening Cn1c(C(C#N)C2=C(Cl)C(=O)N(c3ccccc3)C2=O)nc2ccccc21 (stereo unspecified) returned DAT uptake mod 0.17, PTPN22 inh 2 0, HUVEC tox TNFa -12, MT1-MMP txn act 1.3, HUVEC tox IL1B -4, Candida biofilm -1, cytoskel mod -9, Smad3 FoxH1 inh -7 and VCAM1 TNFa inh -9.
`O=C(Nc1cccc(N2CCCC2)c1)c1cccs1` gave DAT uptake mod 0.91, PTPN22 inh 2 -8, HUVEC tox TNFa -10, MT1-MMP txn act 1.3, HUVEC tox IL1B -6, Candida biofilm 7, cytoskel mod 4, Smad3 FoxH1 inh 12 and VCAM1 TNFa inh -5.
`O=C(CCc1ccccc1)NNC(=S)NC(=O)c1ccc(Cl)cc1` gave DAT uptake mod -0.022, PTPN22 inh 2 19, HUVEC tox TNFa -10, HUVEC tox IL1B -8, cytoskel mod -22 and VCAM1 TNFa inh 2.
Screening Nc1nnnn1/N=C/c1ccc(O)cc1 returned DAT uptake mod 0.93, PTPN22 inh 2 2, HUVEC tox TNFa 9, MT1-MMP txn act 1.1, HUVEC tox IL1B 0, Candida biofilm 1, cytoskel mod -9, Smad3 FoxH1 inh 6 and VCAM1 TNFa inh -11.
Screening CCS(CC)=NS(=O)(=O)c1ccc(NC(C)=O)cc1 returned DAT uptake mod -0.38, PTPN22 inh 2 2, HUVEC tox TNFa 26, HUVEC tox IL1B 22, cytoskel mod 0 and VCAM1 TNFa inh -17.
For Cc1cc(C)n2cc(CSc3ncccc3C(=O)O)nc2n1 the results were DAT uptake mod -0.15, PTPN22 inh 2 -9, HUVEC tox TNFa -2, MT1-MMP txn act 1, HUVEC tox IL1B -16, Candida biofilm 8, cytoskel mod -11, Smad3 FoxH1 inh -7 and VCAM1 TNFa inh -3.
For Cn1c(SCC(=O)NC(C)(C)C)nnc1-c1ccc(C(C)(C)C)cc1 the results were DAT uptake mod -0.2, MT1-MMP txn act 1.2, Candida biofilm 2 and Smad3 FoxH1 inh -2.
Screening O=C(NCCCN1CCOCC1)C1CCC(=O)N1C1CCCCC1 (stereo unspecified) returned DAT uptake mod -0.3, PTPN22 inh 2 -23, HUVEC tox TNFa -40, HUVEC tox IL1B -1, Candida biofilm 3, cytoskel mod 6, Smad3 FoxH1 inh 2 and VCAM1 TNFa inh 8.
Screening O=C(Nc1ccccc1Cl)c1ccc(S(=O)(=O)N2CCOCC2)cc1 returned DAT uptake mod -0.32, MT1-MMP txn act 1, Candida biofilm 4 and Smad3 FoxH1 inh -4.
For CCCc1nnc(NC(=O)c2cc3ccccc3oc2=O)s1 the results were DAT uptake mod 0.41, PTPN22 inh 2 1, HUVEC tox TNFa 2, HUVEC tox IL1B 10, Candida biofilm 6, cytoskel mod -9, Smad3 FoxH1 inh -3 and VCAM1 TNFa inh 16.
For COc1cc(Br)c(C(C)NC(=O)c2ccccc2)cc1OC (stereo unspecified) the results were DAT uptake mod -0.37, PTPN22 inh 2 6, HUVEC tox TNFa 19, HUVEC tox IL1B 48, cytoskel mod -21 and VCAM1 TNFa inh -25.
O=C(CSc1nnc(Cc2cccs2)n1Cc1ccco1)Nc1cc(Cl)cc(Cl)c1 was read as DAT uptake mod 0.77, PTPN22 inh 2 4, HUVEC tox TNFa -43, MT1-MMP txn act 1, HUVEC tox IL1B -28, Candida biofilm 6, cytoskel mod 12, Smad3 FoxH1 inh 11 and VCAM1 TNFa inh 0.
`O=C(Oc1ccc(/C=N/Nc2ccccc2)cc1)c1ccccc1` gave PTPN22 inh 2 0, HUVEC tox TNFa -10, HUVEC tox IL1B 6, cytoskel mod 4 and VCAM1 TNFa inh 9.
For CCCC(=O)C1=C(O)C(C(=O)OC)C(C)(C)CC1=NC(C)(C)C (stereo unspecified) the results were DAT uptake mod 0.81, PTPN22 inh 2 -2, HUVEC tox TNFa 2, HUVEC tox IL1B 8, Candida biofilm 1, cytoskel mod 4, Smad3 FoxH1 inh -6 and VCAM1 TNFa inh -22.
`CC(C)(C)c1ccc(S(=O)(=O)n2c(CN3CCOCC3)nc3ccccc32)cc1` gave DAT uptake mod 0.029, PTPN22 inh 2 -1, HUVEC tox TNFa 9, MT1-MMP txn act 1.1, HUVEC tox IL1B -11, Candida biofilm 0, cytoskel mod -7, Smad3 FoxH1 inh -18 and VCAM1 TNFa inh -12.
Screening COC(=O)c1cccc(NC(=O)c2ccc3c(c2)C(=O)N(CC2CCCO2)C3=O)c1 (stereo unspecified) returned DAT uptake mod -0.59, PTPN22 inh 2 -7, HUVEC tox TNFa -24, HUVEC tox IL1B -3, Candida biofilm 6, cytoskel mod -8, Smad3 FoxH1 inh 8 and VCAM1 TNFa inh 2.
`O=C1Nc2ccccc2CCC1Sc1nnc(-c2ccc(Cl)cc2)s1` (stereo unspecified) gave DAT uptake mod 0.096, PTPN22 inh 2 5, HUVEC tox TNFa -10, MT1-MMP txn act 2.1*, HUVEC tox IL1B -4, Candida biofilm 1, cytoskel mod -2, Smad3 FoxH1 inh -19 and VCAM1 TNFa inh 12.
Screening O=C(Nc1cccc(-c2cn3cccnc3n2)c1)c1ccc(Br)o1 returned DAT uptake mod 2.4, PTPN22 inh 2 -3, HUVEC tox TNFa -12, MT1-MMP txn act 1.1, HUVEC tox IL1B -1, cytoskel mod -16 and VCAM1 TNFa inh -8.
`CCN(CC)C(=O)Cn1c(=O)n(Cc2ccccc2Cl)c2c1c(=O)n(C)c(=O)n2C` gave DAT uptake mod 0.45, PTPN22 inh 2 -6, HUVEC tox TNFa -10, MT1-MMP txn act 1.1, HUVEC tox IL1B -11, Candida biofilm 9, cytoskel mod 8, Smad3 FoxH1 inh 5 and VCAM1 TNFa inh 19.
For CN1C(=O)CC(Sc2ccccc2C(=O)O)C1=O (stereo unspecified) the results were DAT uptake mod -0.64, PTPN22 inh 2 -5, HUVEC tox TNFa 4, MT1-MMP txn act 1.2, HUVEC tox IL1B -10, Candida biofilm 8, cytoskel mod -12, Smad3 FoxH1 inh -10 and VCAM1 TNFa inh 21.
Fc1ccc(-c2nnc(SCc3ncc(-c4ccccc4)o3)n2CC2CCCO2)cc1 (stereo unspecified) was read as DAT uptake mod 0.65, PTPN22 inh 2 -6, HUVEC tox TNFa -2, MT1-MMP txn act 1.3, HUVEC tox IL1B -3, Candida biofilm 7, cytoskel mod 32, Smad3 FoxH1 inh 7[fluorescence artefact?] and VCAM1 TNFa inh 1.
For COc1ccc(-c2nnc3ccc(SCC(=O)N4CCCC4)nn23)cc1 the results were DAT uptake mod 0.75, PTPN22 inh 2 7, HUVEC tox TNFa -4, MT1-MMP txn act 1.1, HUVEC tox IL1B 6, Candida biofilm 1, cytoskel mod 7, Smad3 FoxH1 inh -11 and VCAM1 TNFa inh -6.
`CC(=O)Cc1nsc(NC(=O)c2ccc(COc3ccc(C)cc3)o2)n1` gave DAT uptake mod -0.66, PTPN22 inh 2 -12, HUVEC tox TNFa -13, MT1-MMP txn act 1.2, HUVEC tox IL1B -1, Candida biofilm 10, cytoskel mod -19, Smad3 FoxH1 inh 4 and VCAM1 TNFa inh 1.
For CCC(=O)NNc1cc(=O)c2c(=O)n(C)c(=O)n(C)c2[nH]1 the results were DAT uptake mod 0.53, PTPN22 inh 2 10, HUVEC tox TNFa 13, cytoskel mod -18 and VCAM1 TNFa inh -4.
